Source: PubChem BioAssay
Mito fusion act = inhibitors of mitochondrial division or activators of mitochondrial fusion. S. cerevisiae fusion-defective mutant growth rescue, CellTiterGlo 48 h. Potency, µM (titrated, usually from 46.1 µM), for inactives: top-dose growth rescue (activation), hits mostly activators. hit rate 0.23% among 320,000. AID 485298;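 further: potency means the concentration at half of the fitted maximal effect; % of control where 0% means no effect; nearly all actives have a fitted effect of over 45% in size; temperature-sensitive fusion mutants such as fzo1-1 at 37 °C on non-fermentable ethanol glycerol medium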
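Temperature-sensitive fusion-defective S. cerevisiae (e.g. fzo1-1, mgm1-5) were grown with compound in YPEG medium (3% ethanol, 3% glycerol) for 48 hours at 37C. Growth rescue was measured as viability by CellTiterGlo luminescence after 10 minutes at ambient.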
Integrin act MD = integrin-mediated muscular dystrophy alleviation activation; alpha7betagal myoblasts, beta-gal FDG fluorescence, 48 h; Potency, µM (top dose mostly 38.3 µM), without a hit: at the top dose activation, most hits filed as activators; hit rate 0.064% among 350,000;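 further: potency means the concentration at half of the fitted maximal effect; 100% = response of the positive control SU9516; nearly all actives have a fitted effect of over 60% in size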
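alpha7betagal+/- myoblasts (passage 13, 250/well) treated 48 h at 37C with compounds at 1:260 dilution of DMSO stock. Lysed, then beta-galactosidase activity read as FDG fluorescence (ex 480/em 540) after 30 min, with pre-read for autofluorescence.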
Eya2 phos inh = Eya2 (human) phosphatase inhibition; Potency, µM (series often up to 76.9 µM), for inactives: at the top dose activity, negative = inhibition, hits mostly inhibitors; recombinant Eya2, OMFP fluorescence dephosphorylation (OMFP is methylfluorescein phosphate); AID 488837; O00167; hit rate 0.006% among 330,000; further: potency means the concentration at half of the fitted maximal effect; on the % scale 0 is the no-effect control and ±100 the full control effect
Target sequence (O00167 whole entry, looked up): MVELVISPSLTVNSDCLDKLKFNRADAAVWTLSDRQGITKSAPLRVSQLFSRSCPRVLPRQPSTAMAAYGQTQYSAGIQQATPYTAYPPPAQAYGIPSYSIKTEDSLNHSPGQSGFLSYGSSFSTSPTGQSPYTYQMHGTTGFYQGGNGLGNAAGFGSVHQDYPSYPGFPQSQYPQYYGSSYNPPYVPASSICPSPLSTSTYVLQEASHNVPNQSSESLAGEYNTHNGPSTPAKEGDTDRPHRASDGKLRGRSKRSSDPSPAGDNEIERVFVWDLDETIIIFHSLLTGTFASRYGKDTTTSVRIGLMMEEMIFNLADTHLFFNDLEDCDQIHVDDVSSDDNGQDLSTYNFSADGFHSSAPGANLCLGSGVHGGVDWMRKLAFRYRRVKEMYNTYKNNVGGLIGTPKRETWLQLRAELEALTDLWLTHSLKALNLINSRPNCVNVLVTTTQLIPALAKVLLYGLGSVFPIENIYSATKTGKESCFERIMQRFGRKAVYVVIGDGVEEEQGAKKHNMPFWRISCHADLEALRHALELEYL
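Eya2 protein (added as 0.2 uM solution) was preincubated with compound for 10 min at ambient temperature in 50 mM HEPES pH 7.5, 50 mM NaCl, 5 uM MgCl2, 0.05% BSA, 1 mM DTT. OMFP (added at 50 uM) then reacted 10 min; fluorescence read at 485/525 nm.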
TSHR antag = blocks TSH signaling through the human TSH receptor; P16473; TSHR-expressing cells, TSH-stimulated cAMP HTRF, 2 h; stronger effect = lower value; activity change, negative = inhibition, % at 11.5 µM; hit rate 0.2% among 330,000; AID 504810;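 active means activity change below a set negative limit, meaning inhibition stronger than a set level, cut at about -70% in these data; inconclusive means activity change between two set negative limits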; further: on the % scale 0 is the no-effect control and ±100 the full control effect
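Cell-based HTRF cAMP assay; TSHR cells + compound, TSH EC80 (4nM final), 2 h, 37 deg C. Lysis with anti-cAMP cryptate and cAMP-d2, 30 min RT, read 665/620 nm.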
Tb PFK inh = inhibitors of T. brucei phosphofructokinase | Potency, µM (top dose mostly 57.5 µM), without a hit: at the highest dose activity, negative = inhibition, hits mostly inhibitors | T. brucei PFK, ADP-Glo luminescence | AID 485367 | hit rate 0.17% among 330,000 | O15648;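 further: potency means the concentration at half of the fitted maximal effect; 0% = uninhibited 1x PFK enzyme wells and -100% = no-enzyme wells; nearly all actives have a fitted effect of over 60% in size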
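Activity is normalized to no-enzyme wells (full inhibition) and 1.25 nM enzyme wells (no inhibition). Reaction: 0.5 mM F6P, 0.1 mM ATP, 45 min RT, ADP-Glo luminescence; concentration-response curves fitted and classed by quality.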
AT treatment = potential ataxia-telangiectasia treatments restoring KAP-1 phosphorylation; […] A-T fibroblasts, KAP-1 phosphorylation AlphaLISA; neocarzinostatin DNA damage 30 min before lysis; Potency, µM (titrated, usually from 57.5 µM), inactives show at the top dose activation, most hits filed as activators; hit rate 0.19% among 320,000; AID 485349; further: potency means the concentration at half of the fitted maximal effect; % of control where 0% means no effect; nearly all actives have a fitted effect of over 45% in size
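ATM-like activity read as KAP-1 phosphorylation via AlphaLISA donor/acceptor antibody pairs after lysis and 6 hr at 25C. Cells were ATM-null patient fibroblasts ([…], hTERT), dosed 60 min, then exposed to the DSB inducer NCS for 30 min.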
TCR activator = activators of T cell receptors; primary human leukocytes, anti-CD3, IL-2 HTRF, 48 h; Potency, µM (top dose mostly 9.22 µM), for the others: at the top dose activation of IL-2 secretion, hits mostly activators; 330,000 tested, under 10 active; AID 504894; further: % of control where 0% means no effect
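Primary human leukocytes incubated 48 hr with anti-CD3 beads plus compound, without co-stimulation. Secreted IL-2 measured by HTRF (europium cryptate/d2 anti-IL-2 pair, 320 nm excitation, 665 nm emission).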
ELG1 repair inh = ELG1-dependent DNA repair inhibition. HEK293T ELG1-luciferase reporter, luminescence, 16 h; DNA damage induced by 5-fluorouridine. Potency, µM (titrated, usually from 46.1 µM), for the others: top-dose activity change, negative = inhibition, actives largely listed as inhibitors. hit rate 2.3% among 330,000. AID 504467; further: potency means the concentration at half of the fitted maximal effect; on the % scale 0 is the no-effect control and ±100 the full control effect; nearly all actives have a fitted effect of over 55% in size
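Cells (2,000 per well) received 5-fluorouridine plus test compound or DMSO and were incubated 16 hr at 37 °C, 5% CO2. Luciferase activity was read by luminescence 30 min after ONE-Glo addition; signal suppression marked inhibition of damage-induced ELG1 function.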
ASM inhibitor = inhibitors of human secretory acid sphingomyelinase; P17405; placental ASM, HMU-PC fluorogenic substrate, 60 min; Potency, µM (doses to about 57.5 µM), for the others: at the highest dose activity change, negative = inhibition, most hits filed as inhibitors; hit rate 0.006% among 340,000; AID 504937; further: potency means the concentration at half of the fitted maximal effect
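HMU-PC0 cleavage (9 uM final) by human placental ASM, 60 min at 37 °C following 10 min compound exposure at RT; stopped at pH 10, fluorescence Ex 386/Em 447 nm.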
PTAP TSG101 blk = blocks PTAP/TSG101 interaction to inhibit HIV-1 budding. Q99816. Fluorescence polarization, FITC-PTAP peptide / Tsg101 binding. Potency, µM (titrated, usually from 115 µM), for inactives: at the top dose activity change, negative = inhibition, most hits filed as inhibitors. 340,000 tested, under 10 active. AID 493005; active means well fitted inhibition curve with a large enough effect in the main read-out, with a control signal flat, not every such curve was filed as active; inconclusive means small, poorly fitted or top-dose-only effect, or effect the other way, or a change in a side signal; inactive means no such curve, though single readings can be large or run the other way; further: potency means the concentration at half of the fitted maximal effect; % of control where 0% means no effect
Target sequence (Q99816 whole entry, looked up): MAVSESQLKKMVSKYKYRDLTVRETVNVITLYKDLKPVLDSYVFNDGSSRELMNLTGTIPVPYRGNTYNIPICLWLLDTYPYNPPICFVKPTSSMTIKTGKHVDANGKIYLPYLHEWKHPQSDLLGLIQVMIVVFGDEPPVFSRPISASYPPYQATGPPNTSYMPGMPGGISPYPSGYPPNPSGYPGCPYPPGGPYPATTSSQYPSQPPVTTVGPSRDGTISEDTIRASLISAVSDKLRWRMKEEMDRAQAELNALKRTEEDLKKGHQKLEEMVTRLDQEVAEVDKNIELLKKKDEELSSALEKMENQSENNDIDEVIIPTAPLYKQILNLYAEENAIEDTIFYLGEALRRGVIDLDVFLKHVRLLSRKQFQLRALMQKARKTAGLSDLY
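Compounds were pin-transferred onto Tsg101 binding domain (10 uM final) in HEPES pH 7.5 buffer, then FITC-PTAP peptide was added at 50 nM final. After 20 min at RT, polarization reported peptide displacement across a qHTS concentration series.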
Chronic BCR inh = chronic active BCR signaling inhibition | hit rate 0.05% among 340,000 | Potency, µM (doses to about 46.1 µM), for inactives: at the top dose ratio change, negative = lower green/red ratio, hits mostly inhibitors | ABC-DLBCL IkBa-CBG/CBR reporter, luminescence ratio, 4 h; active means well fitted inhibition curve with a large enough effect in the signal ratio, with a control signal flat, not every such curve was filed as active; inconclusive means small, poorly fitted or top-dose-only effect, or effect the other way, or a change in a side signal; the % refers to the signal ratio;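 further: potency means the concentration at half of the fitted maximal effect; plate controls were basal doxycycline-induced cells for no effect and cells given 10 µM MG132 for full effect; MG132 reads +100%, hits lower the ratio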
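TMD8 ABC-DLBCL cells carrying doxycycline-inducible green luciferase fused to IkappaBalpha plus unfused red luciferase were exposed to compounds (up to 46 uM) for 4 hrs at 37C. Activity came from the overlap-corrected green/red luminescence ratio.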
Numbers without * were called inactive; u = inconclusive; x = no result given; & = joins results of further samples; [ ] = remark or other dose. Unless noted, the call rests on the fitted dose curve; in most records, active means well fitted curve in the direction sought with a large enough effect; inconclusive means small, poorly fitted or top-dose-only effect, or another doubt; inactive means no such curve, though single readings can be large; an effect the other way counts as inactive or inconclusive.

SMILES	Mito fusion act	Integrin act MD	Eya2 phos inh	TSHR antag	Tb PFK inh	AT treatment	TCR activator	ELG1 repair inh	ASM inhibitor	PTAP TSG101 blk	Chronic BCR inh
COc1ccccc1NC(=O)CNC(=O)CC12CC3CC(CC(C3)C1)C2	x	-7%	5%	x	3%	11%	3%	15%	-7%	-6%	-2%
CCC1CCCCN1C(=O)CCc1nnc(Cc2c[nH]c3ccccc23)o1 (stereo not drawn)	5%	23%	-1%	0	-1%	2%[11.5 µM]	4%	-3%	0%	-6%	-3%
O=C(COc1ccccc1Cl)Nc1ccccc1C(=O)NC1CC1	2%	-8%	-16%	-7	8%	-2%	-1%	-9%	-2%	-2%	-5%
C=C(C)C1Cc2cc3ccc(=O)oc3cc2O1 (stereo not drawn)	4%	11%	-3%	-4	-1%	1%	-4%	u	5%	-2%	u
CCC(CC)C(=O)N=C1SC2CS(=O)(=O)CC2N1CCc1ccc(OC)cc1 (stereo not drawn)	5%	-8%	-18%	0	-3%	2%	-37%	u	-3%	-8%	-12%
CN(C)c1ccc(S(=O)(=O)NCC(=O)OCC(=O)Nc2cccc(Cl)c2)cc1[N+](=O)[O-]	1%	-3%	-1%	-4	-11%	-10%	6%[46.1 µM]	3%	-24%	-2%	0%
CCc1ccc(-c2cc(C)no2)cc1S(=O)(=O)Nc1ccc(C)cn1	1%	-3%	3%	-12	1%	3%	-3%	2%	3%	6%	-13%
Cc1ccc(-n2ncc(C(=O)Nc3cc(Cl)ccc3C)c2C2CCNCC2)cc1C	-6%	5%	-21%	0	-6%	-4%	6%	u	2%	-3%	-2%
O=C(Cn1cc(C(=O)C2CC2)c2ccccc21)NCC1CCCO1 (stereo not drawn)	-3%	-6%	5%	1	13%	1%	-2%	9%	2%	-4%	0%
Fc1ccc(-n2nnnc2-c2ccccc2Cl)cc1	8%	7%	-1%	-10	5%	0%	2%	-11%	-2%	0%	-1%
COC(=O)c1ccc(NC(c2ccc(Cl)cc2)P(=O)(OC)OC)cc1 (stereo not drawn)	-3%	-18%	2%	-6	u	-2%	-3%[46.1 µM]	u	-6%	0%	-16%
Cc1cc(-c2csc(N)n2)c(C)n1Cc1ccccc1	1%	-9%	8%	4	-6%	3%	-4%	1%	1%	-3%	8%
COc1cc(CNCCc2ccc(F)cc2)ccc1OCc1ccc(Cl)nc1	-16%	-61%[inhibitor]	28%	6	u	x	0%	0%	-1%	0%	11%
O=C(Cc1cccc2ccccc12)Nc1ccc(Br)cc1C(=O)O	-1%	20%	12%	-18	0%	5%	-10%	-3%	17%	-4%	12%
COc1ccc(OCC(=O)NNC(=S)NC(=O)C2CC2)cc1	4%	-8%	-1%	-4	1%	0%	7%	6%	4%	-1%	0%
O=c1[nH]c(/C=C/c2ccccc2Cl)nc2ccccc12	6%	12%	-2%	-4	8%	-14%	9%	u	0%	-4%	3%
O=C(COC(=O)c1cncc(Br)c1)NCC12CC3CC(CC(C3)C1)C2	11%	23%	-3%	24	3%	8%	-8%	18%	-3%	-1%	2%
O=C1NC2(CCCCC2)C(=O)N1CCS(=O)(=O)Oc1ccc(Br)cc1	-2%	14%	-2%	-6	0%	1%	x	u	-1%	-1%	0%
COc1ccc(OC)c(NC2=C(Cl)C(=O)N(Cc3ccccc3)C2=O)c1	-1%	-46%[inhibitor]	-4%	-7	1%	-4%	9%	u	-12%	0%	u
O=C(NC1CCCc2ccccc21)c1ccc(CNc2c(N3CCOCC3)c(=O)c2=O)cc1 (stereo not drawn)	-3%	12%	-5%	-2	0%	2%	-3%[46.1 µM]	-1%	-3%	-1%	-18%
CN(C)CCOC(=O)NC12CC3CC(CC(C3)C1)C2	-2%	2%	3%	-1	0%	1%	4%	0%	2%	0%	-2%
COc1ccc(C(=O)CN2CCN(c3ccc(F)cc3)CC2)cc1OC	-1%	-18%	2%	6	-2%	-4%	-1%	4%	-1%	0%	u
O=C(Nc1nnc(-c2ccco2)o1)c1ccc(S(=O)(=O)N2CCOCC2)cc1	0%	-25%	-18%	9	-1%	3%	3%	-20%	4%	-8%	-1%
O=C(NC(=S)Nc1cccc2ncccc12)c1ccccc1	-2%	19%	-3%	7	6%	3%	4%	-14%	13%	0%	u
Cc1ccc(S(=O)(=O)NNC(=O)c2cnn(-c3ccc(Cl)cc3)c2C(F)(F)F)cc1	0%	-17%	-11%	-8	1%	-3%	-12%	u	4%	0%	0%
O=C(CO/N=C/c1ccc(OC(F)F)cc1)NC1CCCCCC1	-6%	-74%[inhibitor]	-11%	-3	-2%	2%	6%	u	-1%	-4%	-11%
O=C(Nc1ccc(Cl)cn1)c1cccc2ccccc12	-1%	0%	-3%	-1	4%	9%	4%	u	-2%	-4%	u
COc1cc(/C=N/NC(=O)COc2cccc(F)c2)ccc1OS(=O)(=O)c1ccc(C)cc1	-7%	-14%	-9%	-11	6%	6%	8%[46.1 µM]	18µM*	-4%	-2%	4%
Cc1ccnc2c1NC(=O)c1cccnc1N2C1CC1	-1%&-5%	x	0%&-13%	5&-4	4%&-1%	5%	-4%	-16%	-1%	3%	-17%&-14%
COc1ccc(CNC(=O)C(=O)NCC2OCCN2S(=O)(=O)c2ccc(C)cc2)cc1 (stereo not drawn)	2%	10%	17%	18	2%	-3%	-2%	-2%	1%	x	1%
COC(=O)[C@]1(C)N[C@H](c2ccc(-c3ccc(Cl)c(Cl)c3)cc2)[C@@H]2C(=O)N(C)C(=O)[C@@H]21	26%	-6%	24%	-9	0%	16%	5%	u	-19%	0%	-4%
CC(C)C(NC(=O)CCNC(=O)c1ccc(C(C)(C)C)cc1)c1nc2ccccc2[nH]1 (stereo not drawn)	-6%	24%	17%	2	-1%	-6%	7%	17%	-3%	0%	3%
CSc1ncccc1C(=O)NC1CCN(Cc2ccccc2)CC1	2%	4%	-1%	27	2%	-5%	-1%	12%	-1%	-3%	4%
CCOC(=O)CNC(=O)CSc1nnc(CCc2nc3ccccc3[nH]2)n1C	-2%	-1%	1%	6	0%	2%	x	-7%	0%	-4%	7%
COC(=O)c1cc(Br)c(=O)n(CCC2=CCCCC2)c1	5%	13%	-8%	-14	-1%	3%	3%	6%	1%	0%	0%
O=C1NCC(COc2cccc3ccccc23)O1 (stereo not drawn)	-2%	-3%	-20%	-4	7%	3%	-1%	-2%	-3%	-1%	u
Cc1cccc(NC(=S)NNC(=S)NC2CCCCC2)c1C	7%	0%	-2%	-12	0%	1%	-25%	3%	3%	0%	u
O=C(Cc1cccs1)Nc1ccc(S(=O)(=O)N2CCCC2)cc1	10%	-21%	4%	8	u	6%	-1%	-15%	-1%	-2%	0%
FC(F)(F)c1ccc(Cl)c(NC(=S)NC2CC2)c1	-4%	-8%	4%	-4	-1%	-6%	-6%[46.1 µM]	u	1%	0%	u
CCOC(=O)CCCNC(=O)CN1C(=O)NC2(CCCCCC2)C1=O	-3%	6%	12%	1	0%	1%	2%	-2%	0%	-2%	-1%
Clc1cccc(-c2ccc(/C=N/n3cnnc3)o2)c1Cl	-9%	11%	-21%	-7	-5%	-2%	0%[46.1 µM]	-7%	-5%	-7%	0%
O=C(c1sc2cc(Cl)ccc2c1Cl)N1CCN(CCc2ccccn2)CC1	-4%	u	-2%	-4	-4%	-3%	-2%	-22%	-1%	-2%	4%
CC1=C/C(=N\NC(=S)NCc2ccccc2)CC1	-31%[inhibitor]	-18%	-9%	-3	-4%	5%	x	-9%	0%	0%	u
COc1ccc(N2C(=O)C(Cl)=C(Nc3ccccc3O)C2=O)cc1	4%	-26%	-29%	-3	-23%	-4%	-80%	u	-2%	-4%	u
CN(C)c1ccc(P(=O)(OCc2ccccc2)C(O)c2ccncc2)cc1 (stereo not drawn)	-4%	-19%	7%	8	6%	2%	0%	2%	2%	-1%	u

Outcome played no part in choosing rows; overall some 3.2% were active at least once.
